CHT block: inhibits the human high affinity choline transporter. CHT-expressing cells, membrane potential dye, choline response; stronger effect = lower value. 0.86% of 310,000 active. AID 488975. Q9GZV3. B-score at 10 µM;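 active = B-score over 3 SD under the library average, and starting fluorescence ratio not unusually high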;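 also: choline stimulus applied at its EC90 after an EC20 pre-addition; B-score computed on integrated fluorescence ratio after choline addition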
Target sequence (Q9GZV3 whole entry, looked up): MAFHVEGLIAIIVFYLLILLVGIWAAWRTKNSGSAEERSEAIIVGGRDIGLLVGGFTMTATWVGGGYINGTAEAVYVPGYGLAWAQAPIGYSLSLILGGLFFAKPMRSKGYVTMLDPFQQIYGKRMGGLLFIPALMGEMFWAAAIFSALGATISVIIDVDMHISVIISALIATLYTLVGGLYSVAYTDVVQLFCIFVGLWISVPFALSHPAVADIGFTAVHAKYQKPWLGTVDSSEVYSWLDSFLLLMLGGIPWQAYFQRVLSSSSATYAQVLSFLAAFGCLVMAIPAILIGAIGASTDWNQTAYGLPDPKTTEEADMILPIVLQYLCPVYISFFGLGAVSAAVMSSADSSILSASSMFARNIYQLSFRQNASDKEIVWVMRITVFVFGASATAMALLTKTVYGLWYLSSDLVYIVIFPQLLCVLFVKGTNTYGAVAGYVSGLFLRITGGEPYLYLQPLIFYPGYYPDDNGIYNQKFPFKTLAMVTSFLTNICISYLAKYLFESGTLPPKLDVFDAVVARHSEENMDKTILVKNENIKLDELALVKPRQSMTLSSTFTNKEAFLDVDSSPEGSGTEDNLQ
Kir21 block: inhibitors of mouse Kir2.1 inward-rectifier potassium channel | P35561 | HEK293-Kir2.1, FluxOR thallium flux fluorescence; stronger effect = lower value | B-score at 10 µM | 0.85% of 310,000 active;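 active = fluorescence ratio B-score at or below minus 3 SD of library scores, with starting-brightness B-score within 2 SD, cut at about -4.2 in these data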;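 also: channel flux triggered by added potassium and thallium sulfate stimulus; B-score of peak minus minimum fluorescence over baseline after thallium stimulus; more negative B-score means stronger Kir2.1 block with less thallium influx; some compounds called inactive have numbers as strong as hits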
Target sequence (P35561 whole entry, looked up): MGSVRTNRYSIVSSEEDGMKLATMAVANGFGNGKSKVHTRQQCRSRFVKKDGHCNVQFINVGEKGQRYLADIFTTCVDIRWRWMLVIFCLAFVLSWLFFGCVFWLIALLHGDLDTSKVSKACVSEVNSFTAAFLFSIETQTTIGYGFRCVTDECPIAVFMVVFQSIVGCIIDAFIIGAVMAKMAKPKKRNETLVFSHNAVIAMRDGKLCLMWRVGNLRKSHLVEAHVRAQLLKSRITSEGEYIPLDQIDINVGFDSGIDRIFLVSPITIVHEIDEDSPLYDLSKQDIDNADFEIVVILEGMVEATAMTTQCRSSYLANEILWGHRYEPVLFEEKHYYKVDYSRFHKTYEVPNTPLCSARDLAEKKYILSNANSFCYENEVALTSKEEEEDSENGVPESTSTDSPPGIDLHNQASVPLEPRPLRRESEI
Active calls of the source: *; i = inactive.

CHT block | Kir21 block | structure
i | -0.57 | O=C(Nc1ccccc1-c1ccccc1)c1cccc(C(F)(F)F)c1
i | 1.8 | Cc1ncsc1CCOC(=O)c1cccnc1
i | -2.6 | COc1cccc(-n2nc(C(=O)N3CC(C)CC(C)C3)c3ccccc3c2=O)c1 (stereo not given)
i | 0.06 | CCOC(=O)c1c(NC(=O)c2cc3n(n2)C(C(F)(F)F)CC(c2cccs2)N3)sc(C)c1C (stereo not given)
i | -0.39 | CCCCNC(=O)C1CCN(Cc2ccc(OCc3ccccc3)c(OC)c2)CC1
i | 0.07 | CCCOC(=O)C1=C(C)N(C)C(=O)NC1c1cc2c(cc1[N+](=O)[O-])OCO2 (stereo not given)
i | -0.74 | CCn1cc(C(=O)NCCCOC(C)C)c(=O)c2cc(S(=O)(=O)N3CCC(C)CC3)ccc21
i | -0.02 | CN(C)Cc1c(O)c(Cl)cc2c3c(c(=O)oc12)CCCC3
i | -1.6 | O=C(c1cccn2c(=O)c3ccccc3nc12)N1CCN(c2ccccn2)CC1
i | -0.01 | CCOc1ccc(-c2c(C(=O)N/N=C/c3c[nH]c4ccccc34)nnn2-c2nonc2N)cc1
i | 0.43 | Cc1ccc(C(=O)COC(=O)CCc2ccc(S(=O)(=O)N3CCCCC3)cc2)cc1
i | -1.8 | Cc1cccc(CNS(=O)(=O)c2csc(C(N)=O)c2)c1
i | -0.59 | COC(=O)C1(C(F)(F)F)N=C2Sc3ccccc3N2C(N2CCOCC2)=N1 (stereo not given)
i | 1.6 | Cc1cc(C)n(-c2nc(SCC(=O)N3CCCC3)c3c4c(sc3n2)CCCC4)n1
i | 0.02 | COc1ccc(C(=O)Nc2cc(OC)c(Cl)cc2OC)cc1
i | 0.09 | CC(C)Sc1nc2ccccc2c(=O)[nH]1
i | -0.58 | Cc1csc2c(NCCCN3CCOCC3)ncnc12
i | 0.61 | COc1ccc(S(=O)(=O)N2CCN(C(=O)C3CCC3)CC2)cc1
i | -1 | O=C(Cc1ccc(Cl)cc1)Nc1ccc(N2CCN(C(=O)c3ccco3)CC2)cc1
i | -0.43 | COc1ccccc1NC(=O)c1ccc2nsnc2c1
i | 0.23 | CCOc1ccccc1NC(=O)Nc1ccc(OC)nc1
i | -0.52 | COC(=O)C1CCN(C(=O)c2ccc3oc(Cc4ccc(Cl)cc4)nc3c2)CC1
i | -1.8 | NCCc1c(C(=O)O)[nH]c2ccc([N+](=O)[O-])cc12
i | -1.8 | O=C(c1ccccc1OCc1ccc(Cl)cc1)N1CCN(c2ccccn2)CC1
i | 3.9 | CC1CN(S(=O)(=O)c2cccc(C(=O)OCc3cc(=O)oc4cc(O)ccc34)c2)CC(C)O1 (stereo not given)
i | -0.47 | O=C(NCc1ccccc1)C1=C[C@H](c2ccc(Br)cc2)C[C@H](OCCCCO)O1
i | -0.31 | COc1ccc(NC(=O)CN(C)C(=O)c2cccc(S(=O)(=O)N3CCN(C)CC3)c2)cc1
-5* | 1.1 | Cc1ccc2[nH]c(C(=O)O)c(NC(=O)[C@@H]3C[C@@H]3c3ccccc3)c2c1
i | -1 | CC(C)(C)n1nnc(CCc2nnn(C(C)(C)C)n2)n1
i | -1.5 | C=CCn1c(-c2ccc(OC)c(OC)c2)n[nH]c1=S
i | 0.07 | COc1ccc(OC)c(C2CC(=O)C(C)C(c3cc(OC)ccc3OC)N2)c1 (stereo not given)
i | -3.1 | CCOC1=C/C(=C/c2c(N)n3nc(S(=O)(=O)CC)sc3nc2=O)C=CC1=O
i | -1.2 | OCCC1CN(Cc2ccn[nH]2)CCN1Cc1ccc(F)c(F)c1 (stereo not given)
i | 0.87 | O=C(CCSc1ccc(Cl)cc1)NCc1ccncc1
i | 0.53 | FC(F)(F)c1cc(CCN2C(=S)NC[C@@H]2CC2CCCCC2)cc(C(F)(F)F)c1
i | 0 | Cc1ccnc(NC(=S)NC(=O)/C=C/c2ccc(Cl)cc2)c1
i | 0.02 | O=C(COc1ccc2c(c1)OCO2)Nc1nnc(Cc2ccccc2)s1
i | 0.38 | CC(C)CCCCCCNC(=S)Nc1ccc(S(=O)(=O)N2CCOCC2)cc1
i | -0.02 | O=C(O)[C@H](Cc1ccccc1)NC(=O)N1CCN(c2cccc(C(F)(F)F)c2)CC1
i | -0.01 | O=C(NC1CCCN(Cc2ccc(Cl)cc2)C1)C1CCC1 (stereo not given)

Pulled by structure from above:
CHT block | Kir21 block | structure
i | -0.39 | CCCCNC(=O)C1CCN(Cc2ccc(OCc3ccccc3)c(OC)c2)CC1
i | -1.8 | O=C(c1ccccc1OCc1ccc(Cl)cc1)N1CCN(c2ccccn2)CC1
i | -0.31 | COc1ccc(NC(=O)CN(C)C(=O)c2cccc(S(=O)(=O)N3CCN(C)CC3)c2)cc1
i | -1.5 | C=CCn1c(-c2ccc(OC)c(OC)c2)n[nH]c1=S
i | -0.02 | CN(C)Cc1c(O)c(Cl)cc2c3c(c(=O)oc12)CCCC3
i | 0.06 | CCOC(=O)c1c(NC(=O)c2cc3n(n2)C(C(F)(F)F)CC(c2cccs2)N3)sc(C)c1C (stereo not given)

(further entries)
CHT block | Kir21 block | structure
-6.6* | -1.2 | CCCn1c2ccccc2c2cnn(CC(=O)NCCCN3CCCC(C)C3)c(=O)c21 (stereo not given)
i | 1.7 | COc1ccc(C)cc1NC(=S)NNC(=O)c1c(Br)cnn1C
i | 0 | CC(=O)NN1C(=O)c2ccccc2NC1c1ccccc1 (stereo not given)
i | 0.04 | COc1ccc(-c2cc(C(F)(F)F)nc(SCC(=O)NCc3cccs3)n2)cc1
i | -1.6 | Cc1cc(=O)oc2c3c(cc(OCC(=O)NCc4cccnc4)c12)OC(C)(C)CC3
i | 0.37 | Cc1cc(C)cc(Nc2nc3c([nH]2)c(=O)n(C)c(=O)n3C)c1
i | 1.1 | COc1cc(OC)cc(C(=O)N[C@H](C(=O)OCn2nnc3ccccc3c2=O)C(C)C)c1
i | 1.1 | CCCCC(CC)CNC(=O)c1[nH]c(C)c(C(C)=O)c1C (stereo not given)
i | -0.56 | CCOC(=O)c1nn(-c2ccc(F)cc2)c(=O)c2c(N)scc12
i | -0.21 | [O-][N+]1=C(c2cccs2)CN(O)C1
i | -1.5 | COc1cc(C(=O)NCCNc2nc3ccc(C)cc3cc2C#N)cc(OC)c1OC
i | -0.97 | C/C(=N\NC(=O)c1ccc(-c2ccccc2)cc1)c1ccco1
i | 0.07 | CC(C)c1ccccc1-n1c(SCC(=O)c2ccc3c(c2)NC(=O)CO3)nc2ccccc2c1=O
i | -1.7 | O=C(NCc1ccccc1)N1CCC(n2cnc3cc(F)ccc32)CC1
i | -0.12 | COc1ccc(-c2nc3ccccc3c(=O)n2O)cc1
i | -0.09 | NC(=O)c1nc(-c2ccccc2)c(-c2ccccc2)[nH]c1=O

Record cards (already shown). Order of screens: CHT block, Kir21 block
Entry for `CCOc1ccccc1NC(=O)Nc1ccc(OC)nc1` = i, 0.23
Entry for `CCOc1ccc(-c2c(C(=O)N/N=C/c3c[nH]c4ccccc34)nnn2-c2nonc2N)cc1` = i, -0.01

(further entries)
CHT block | Kir21 block | structure
i | -1.2 | CSCCC(NC(=O)COc1ccccc1)C(=O)OCCOc1ccc(F)cc1 (stereo not given)
i | 0.49 | CCCN(C(=O)c1cn(C)c(=O)c2ccccc12)c1ccccc1C
i | 3.5 | O=C(/C=C/c1ccc([N+](=O)[O-])cc1)NCc1ccco1
i | -0.4 | O=C(C[n+]1cc(-c2ccc(F)cc2)n2c1CCC2)c1cccs1
i | -0.29 | CC(C)(C)c1cc(=O)n2c(nc3ccccc32)[nH]1
i | 0.38 | CC1=NNC(=O)C1CCC(=O)N/N=C/c1c(Cl)cccc1Cl (stereo not given)
i | 2.1 | COc1cc(CNC2CCCC2)cc(OC)c1OC
i | -1.8 | Cc1nnc(SCCn2c(N3CCCC(C)C3)nc3c2c(=O)n(C)c(=O)n3C)s1 (stereo not given)
i | -0.11 | Oc1cccc(NC(=S)Nc2ccc(SC(F)F)cc2)c1
i | -0.19 | COc1cc(/C=C/C(=O)O)ccc1OCc1ccccc1C#N
i | 0.7 | COc1cccc2cc(C(=O)C3=C(O)C(=O)N(CCN4CCOCC4)C3c3ccc(Cl)cc3)oc12 (stereo not given)
i | 0.03 | COc1cccc(/C=N/NC(=O)c2csc(-n3nc(C)cc3C(F)(F)F)n2)c1
i | -0.02 | CCn1c(SCC(=O)N2CCN(c3ccccc3)CC2)nc2c([nH]c3ccccc32)c1=O
i | -0.45 | O=C(CN1CC[n+]2c(-c3ccccc3)csc21)c1ccc(Br)cc1
i | -0.64 | N#CCOC(=O)[C@H](Cc1ccccc1)N1C(=O)c2ccccc2C1=O
i | -1.5 | O=C(Cn1cnc2ccccc21)Nc1ccc(C(=O)O)cc1
i | 0.42 | CCN(CC)C(=O)Oc1ccc2ccccc2c1Br
i | 0.03 | Cc1cc2ccccn2c1C(=O)Nc1ccccc1
i | -1.4 | CCc1cc2c(SCC(=O)O)ncnc2s1
i | -1.1 | O=C(O)COCC(=O)N1CCc2c([nH]c3ccccc23)C1C(F)(F)F (stereo not given)
i | -1.4 | O=[N+]([O-])c1ccc2nc(-c3ccc(Cl)cc3)[nH]c2c1
i | -0.17 | CCOc1ccccc1C(=O)NC1CCNCC1
i | 0.53 | O=C(CCNC(=O)c1ccccc1Cl)NC1=NCCS1
i | 0.64 | O=S(=O)(c1ccccc1)n1ccc(-c2cnc(-c3ccccc3)s2)n1
i | -0.38 | CC(=O)Nc1ccc(NC(=O)c2c([N+](=O)[O-])cnn2C)cc1
i | 0.02 | Cn1c(=O)c2c(ncn2C)n(C)c1=O
i | -1.8 | O=C(Nc1cc(C(F)(F)F)ccc1N1CCCC1)C1=COCCO1
i | -0.69 | Cn1nc(NC(=O)C(F)(F)F)c2ncc(-c3ccc(Cl)cc3)nc21
i | 0.74 | CN(C)S(=O)(=O)c1ccc(C(=O)NCC(=O)N/N=C/c2ccccc2)cc1
i | -3 | CC1CCCCN1CCCNC(=O)c1ccc2nc(N3CCCCC3)sc2c1 (stereo not given)
i | -1.1 | Cc1nccn1CCCNC(=O)CC1C(=O)NCCN1Cc1ccccc1C(F)(F)F (stereo not given)
i | -0.38 | CC(C)n1c(SCC(=O)Nc2nc3c(s2)CCCC3)nc2c1c(=O)n(C)c(=O)n2C
i | 1 | Cc1sc2nc(SCC(N)=O)n(-c3ccccc3)c(=O)c2c1C
i | -0.57 | O=S1(=O)c2cccc3cccc(c23)N1Cc1nnc(-c2ccccc2Br)o1
i | -0.97 | Cc1nc(NC(=O)/C=C/c2ccccc2)sc1C(=O)Nc1ccccc1Cl
i | -0.64 | COc1ccc(OC)c(-c2csc(NC(=O)c3ccc(OCC4CCCO4)cc3)n2)c1 (stereo not given)
i | 0.48 | COc1ccc(NCCC#N)cc1
i | 0.26 | Cc1ccc(NC(=O)COC(=O)CCOc2ccccc2C)cc1
i | 0.11 | Cc1c(CC(=O)N2CCN(C(=O)C3COc4ccccc4O3)CC2)c(=O)oc2c(O)c(O)ccc12 (stereo not given)
i | 1.6 | O=C(Cc1ccccc1Cl)NCc1cccnc1

Entries above that contain a tert-butyl group, in the order listed:
CHT block | Kir21 block | structure
i | -1 | CC(C)(C)n1nnc(CCc2nnn(C(C)(C)C)n2)n1
i | -0.29 | CC(C)(C)c1cc(=O)n2c(nc3ccccc32)[nH]1

(more compounds)
CHT block | Kir21 block | structure
i | 1.6 | O=C(NNC(=O)c1ccc(Cl)c(S(=O)(=O)Nc2ccc(Cl)cc2)c1)c1ccc(=O)[nH]c1
i | -0.4 | CN1CCC(N(C)CC(=O)Nc2cccc(Oc3ccccc3)c2)CC1
i | 1.5 | Cc1ccc(NC(=O)COC(=O)CCC(=O)c2ccc(C(C)(C)C)cc2)c([N+](=O)[O-])c1
i | 0.04 | NC(=O)N1N=C2/C(=C/c3ccccc3)CCCC2C1c1ccccc1 (stereo not given)
i | -0.9 | Cc1ccc(S(=O)(=O)n2c(C)nc3cc(C)ccc32)cc1
i | 0.03 | CC(=O)CSc1nnc(NC(=O)CCc2ccccc2)s1
i | -0.29 | COCC(=O)Nc1cc(C)cn(Cc2c(F)cccc2Cl)c1=O
i | -2.8 | S=c1[nH]nc(Cc2cccc3ccccc23)n1-c1ccccc1
i | -0.96 | Cc1ccc(CC(=O)N(C)CC(=O)N(CC(C)C)c2c(N)n(CC(C)C)c(=O)[nH]c2=O)cc1C
i | -0.06 | Cc1nnc(NC(=O)CSc2nc3c(c(=O)n(C)c(=O)n3C)n2C(C)C)s1
i | -1.3 | OCCCNc1c2ccccc2nc2ccccc12
i | -0.57 | O=C(NC1CCCC1)C(c1ccncc1)N(C(=O)Cn1nnc(-c2ccccc2F)n1)c1cccc(F)c1 (stereo not given)
i | 0.49 | CCC(=O)c1cc2c(C)cc(=O)oc2c(C)c1OC(C)=O
i | -0.13 | CC(=O)Nc1ccc(-c2cc(C(=O)O)c3ccc(C)cc3n2)cc1
i | 0.14 | CC(=O)Nc1ccc(NC(=O)c2ccc(C)c(S(=O)(=O)Nc3cccc(C)c3)c2)cc1
i | 0.21 | COC(=O)c1ccc(NC(=O)N(c2ccccc2)c2ccccc2)cc1
i | 1.5 | CCC1CCCCN1CCn1c(=S)[nH]c2cc(OC)c(OC)cc2c1=O (stereo not given)
i | -0.81 | CCCn1c(C)cc(/C=C(\C#N)C(=O)OCC(=O)Nc2cccc(OC)c2)c1C
i | -1.1 | O=C(O)/C=C/C(=O)Nc1ccc(N2CCOCC2)nc1N1CCOCC1
i | 1.8 | CCOc1cc(/C=C2\C(=N)N3N=C(S(C)(=O)=O)SC3=NC2=O)ccc1OCCOc1cccc(OC)c1
i | 1.4 | O=C(COC(=O)Cc1ccc(-c2ccccc2)cc1)NCc1ccc(F)cc1
i | -0.21 | CCN(CC)c1ccc(S(=O)(=O)N(CC)CC)cc1NC(=O)C1CCCC1
i | 1.5 | CC(C)(O)C#Cc1ccc(C(=O)NCc2ccccc2)s1
i | 0.21 | Cc1cc(NC(=O)C(C)(C)C)no1
i | 1.7 | O=C(NCc1ccccc1)C(c1ccccc1)N(C(=O)c1csnn1)C1CC1 (stereo not given)

Source: PubChem (Johns Hopkins Ion Channel Center)

Compounds as they come. Share with any hit: about 1.6%.
